Screens deposited in PubChem BioAssay by several laboratories.
WT yeast gro inh: growth inhibition of WT strain, primary screen, mitochondrial fusion inhibitor project, WT and mutant strains, chemical genetic. mitochondrial fusion phenotypic screen. inhibition, % at 10 µM. hit rate 2.1% among 190,000. AID 1362, 2008; in the data active = inhibition above about 58%; tested in S. cerevisiae
RSV CPE inhibition: RSV antiviral activity via CPE protection, HEp-2 cells, primary 10 µM value included (AID 2391); hit rate 0.13% among 310,000; one-dose CPE inhibition, % at 10 µM; IC50 in µM for titrated hits; HEp-2 cells, RSV-induced CPE inhibition; higher % means a stronger effect; in the data active = a potency from the dose series; inconclusive = CPE inhibition mostly from about 23% at the one dose, without a potency; inactive = the rest, 99 in 100 with CPE inhibition below about 21%; also: strong numbers were not always called active
Large T inhibition: SV40 large T antigen inhibitors, biochemical (AID 1903); hit rate 0.39% among 310,000; inhibition, % at 20 µM; hits with a dose series show IC50 in µM; SV40 large T antigen ATPase/helicase inhibition assay; higher % means a stronger effect; in the data active = a potency from the dose series; inconclusive = inhibition mostly from about 32% at the one dose, without a potency; inactive = the rest, 99 in 100 with inhibition below about 32%; also: strong numbers were not always called active
West Nile antiviral: West Nile virus antiviral activity, cell-based, CPE readout (AID 1621) | West Nile virus-infected cells, CPE inhibition; higher % means a stronger effect | CPE inhibition, % at 10 µM, or IC50 in µM where a hit was titrated | hit rate 0.02% among 290,000; in the data active = a potency from the dose series; inconclusive = CPE inhibition mostly from about 3.7% at the one dose, without a potency; inactive = the rest, 99 in 100 with CPE inhibition below about 2.2%; also: strong numbers were not always called active
b-catenin transl: modulators of beta-catenin nuclear translocation, primary screen, imaging, HeLa cells, immunofluorescence, high-content; nuclear translocation activity, % at 5 µM; hit rate 0.3% among 190,000; AID 1665, 2009;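 active = nuclear translocation activity above 50% at 5 µM, with a well cell count of 50 or more; inconclusive = wells under 50 cells across six images, flagged as toxic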;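 also: per-cell ratio of nuclear to cytoplasmic median beta-catenin stain intensity; plate controls were DMSO negative control for no effect and GSK-3 inhibitor IX positive control for full effect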
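Technique: fluorescence imaging of beta-catenin antibody stain plus DAPI / Material: human HeLa cell line / Incubation: compound treatment 24 h, 37°C, 5% CO2 / Read-out basis: % activation of per-cell nuclear versus cytoplasmic median beta-catenin signal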
T cell modulator: modulators of CD8 T cell-vesicle binding, primary screen, mouse 2C CD8+ T cells, flow cytometry; 2C CD8+ T cell-vesicle binding; stronger effect = lower value; calls only at 7 µM; hit rate 0.068% among 330,000;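 active = response, share of CD8 T cells binding vesicles, and their 90th percentile fluorescence all below set limits, cut at about 80% in these data, passing the limit was not always enough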
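Assay system – 2C mouse CD8+ T cells · Also added – QL9-loaded Drosophila micro-vesicles · Timing – Cell–vesicle co-incubation 1.5 h at 37 °C, staining 20 min on ice · Signal – flow cytometry of vesicle-bound cells · Measure – percent CD8+ FL2 mean versus row control · Controls – Peptide-free naked vesicles (low) and QL9 vesicles with 0.7% DMSO vehicle (high)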
Salmonella PhoP GFP: inhibitors of PhoP regulon expression, primary screen, Salmonella Typhimurium, GFP reporter (AID 1863); S. Typhimurium PhoP-regulated promoter GFP reporter, 4 h; higher % means a stronger effect; inhibition, % at 50 µM, or IC50 in µM where a hit was titrated; hit rate 0.16% among 300,000;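 active = inhibition over 29.93%, a cutoff 3 SD above the screen mean, later confirmed by dose response; inconclusive = inhibition over 29.93% but no dose response follow-up; inactive = inhibition at most 29.93% or unconfirmed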;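 also: 0% = low Mg2+ inducing control and 100% = high Mg2+ repressing control; strong numbers were not always called active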
Rac1 GTP hydrolysis: MgcRacGAP GTPase-activating activity inhibitors, confirmation, biochemical, ADP Hunter fluorescence | MgcRacGAP-stimulated Rac1 GTP hydrolysis, ADP Hunter fluorescence; higher % means a stronger effect; GST-tagged Rac1 F28L mutant substrate | inhibition, % at 30 µM, or IC50 in µM where a hit was titrated | hit rate 0.6% among 340,000 | AID 624330, 2012;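 active = first-screen hits whose inhibition reached a set limit at any dose in the follow-up dose series; inconclusive = inhibition above the set first-screen limit but never retested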;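 also: fluorescence reports GDP produced by GAP-driven GTP hydrolysis; strong numbers were not always called active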
Myeloid diff MLP: induction of myeloid progenitor differentiation, primary screen, cell-based, flow cytometry, MLPCN library | AID 624256, 2012 | hit rate 1% among 360,000 | calls only at 10 µM | ER-HoxA9 myeloid progenitors, lysozyme-GFP differentiation;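 active = normalized GFP-positive differentiation at or above the plate's own cutoff, the solvent-only control mean plus 3 SD; inconclusive = no clear call, values can overlap the other calls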;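 also: cells exposed to compound for four days before flow analysis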
WT yeast gro inh mutant strain: also measured in WT yeast gro inh; calls as there; inhibition, %; mitochondrial fusion phenotypic screen, mutant strain inhibition
b-catenin transl cell count 5 µM: also measured in b-catenin transl; calls as there; cell count; measured here: cell count, cytotoxicity flag
T cell modulator vesicle-bound %: also measured in T cell modulator; calls as there; double positive events, %; measured here: CD8+ vesicle-bound cell fraction;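 binding gate set so that unloaded-vesicle control wells show 10% double positive cells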
Myeloid diff MLP GFP+ MAC1+ %: second read-out of Myeloid diff MLP, no call of its own (marks repeat the call); GFP+ MAC1+ double positive, %; measured here: differentiation confirmed by MAC1 staining
The depositor's hits bear a star; i = inactive; ? = inconclusive; . = no result given; & = joins results of further samples.

SMILES	WT yeast gro inh	WT yeast gro inh mutant strain	RSV CPE inhibition	Large T inhibition	West Nile antiviral	b-catenin transl	b-catenin transl cell count 5 µM	T cell modulator	T cell modulator vesicle-bound %	Salmonella PhoP GFP	Rac1 GTP hydrolysis	Myeloid diff MLP	Myeloid diff MLP GFP+ MAC1+ %
COc1ccc(-n2c3c(cc(C(=O)NC4CCSC4=O)c2=O)C(=O)CC(C)(C)C3)cc1 (centres undefined)	-5	7	0.8%	13%	-0.3%	0.1	1159	i	13	-8%	5%	i	3.9
CN1C(=O)C(=O)/C(=C(/O)c2ccc(Br)cc2)C1c1ccccc1F (centres undefined)	.	.	-0.1%	2%	-0.1%	.	.	i	28	6%	.	i	0.5
Cc1cc(N2CCOCC2)nc2ccc(NC(=O)CCC(=O)N3CCCCC3)cc12	-7	-3	-1.6%	6%	0.3%	1.5	781	i	15	11%	1%	i	0.5
COc1ccc(-n2c(CNc3ccc(C)cc3)nnc2SCC(=O)Nc2nc(-c3ccccc3)cs2)cc1	30	25	-1.2%	-1%	-0.8%	0.6	1372	i	61	3%	1%	i	3.0
COc1ccccc1C(=O)N1CC(=O)Nc2ccc(C)cc2C1c1ccc(F)cc1 (centres undefined)	.	.	2.2%	4%	-0.8%	.	.	i	20	-2%	9%	i	0.5
CN1CCN2c3ccccc3Cc3ccccc3C2C1 (centres undefined)	6	-13	-2.1%	1%&10%	-0.1%	.	.	i	23	-4%&10%	6%	i	2.9
Cc1nc(NCc2cccnc2)c2c3c(sc2n1)CCCC3	-7	-15	-0.9%	4%	-1.8%	-2.3	1049	i	37	-3%	.	i	0.3
Cc1ccc(OCCOc2ccc(S(=O)(=O)N3CCCC3)cc2C(N)=O)cc1	.	.	-0.4%	.	.	.	.	i	40	.	2%	i	0.5
COc1ccc(O)c(/C=N/NC(=O)c2ccc(CSc3nc(C)cc(C)n3)cc2)c1	-9	-6	12%	-1%	0.8%	3.3	927	i	44	11%	7%	?	.
CC/C(=N\NC(=O)c1ccc(-c2ccccc2)cc1)C12CC3CC(CC(C3)C1)C2	-1	-7	0.4%	20%	-0.2%	-2.5	1156	i	35	3%	15%	i	2.3
O=C(NCc1cccs1)c1cc(-c2ccccc2)nn1CC1CC(c2cccc([N+](=O)[O-])c2)=NO1 (centres undefined)	.	.	5.8%	0%	-0.3%	.	.	.	.	.	12%	i	0.5
CCOc1ccc(N(C(=O)c2snc(C(N)=O)c2N)C(CC)C(=O)NC2CCCC2)cc1 (centres undefined)	.	.	1.9%	11%	0.0%	.	.	i	13	13%	8%	i	0.7
CCCN1C(=O)/C(=N\OCC(=O)NC23CC4CC(CC(C4)C2)C3)c2ccccc21	28	-5	4.6%	20%	-1.2%	-0.9	1065	i	41	-1%	8%	i	0.5
CN(C(=O)CN1CCN(c2ccc([N+](=O)[O-])cn2)CC1)c1ccccc1	.	.	-0.1%	3%	-2.0%	.	.	i	28	.	8%	i	1.4
O=C(N/N=C/c1cccs1)c1cccc2cc[nH]c12	-22	-39	2.1%	-1%	0.6%	-1.4	1168	i	6	-21%	-2%	i	5.7
Cc1ccccc1N1C(=O)C(Cl)=C(N2CCN(c3ccccc3)CC2)C1=O	20	24	0.6%	6%	1.0%	-1.5	902	i	8	-13%	7%	i	0.5
Cc1csc(NC(=O)C2CCN(S(=O)(=O)c3ccccc3F)CC2)n1	-5	-18	1.2%	3%	0.6%	5.7	893	i	24	-2%	-1%	i	0.3
CCOc1ccc(NC(=O)CC2C(=O)N(c3cccc(OC)c3)C(=O)N2CCOC)cc1 (centres undefined)	.	.	-0.3%	7%	0.1%	-0.4	1337	i	18	-1%	9%	i	0.2
O=C(CN(Cc1ccc(F)cc1)C(=O)C1CSC(=O)C1)NC1CCCCC1 (centres undefined)	-1	-6	0.2%	15%	-0.7%	.	.	i	37	2%	0%	i	1.8
CCOc1ccc(C(=O)CCC(=O)N2CCC(C(=O)OC)CC2)cc1	.	.	2.8%	8%	0.1%	.	.	i	15	-4%	5%	i	0.9
Cc1[nH]c2ccccc2c1C(=O)COC(=O)Cn1c(C)nc2ccccc21	12	-9	1.1%	-10%	-0.2%	-2.1	557	i	12	14%	-3%	i	0.3
CCc1cc(SC#N)cc(C)c1NC(=O)CCl	-34	27	-1.8%	>100µM*	-0.5%	0.7	484	i	34	-1%	?	i	1.2
CCOC(=O)N1CCN(C(=O)c2ccc(OC)c(OC)c2)CC1	-6	17	0.0%	9%	-0.4%	1.1	1292	i	38	-2%	6%	i	0.6
Cc1ccc(C2CC(c3ccco3)=NN2S(C)(=O)=O)cc1 (centres undefined)	2	-12	0.4%	15%	0.9%	-2.0	963	i	14	4%	7%	i	0.6
COc1ccc(Nc2nc(C)nc3c2oc2ccccc23)c(OC)c1	.	.	3.3%	-2%	-0.6%	.	.	i	24	9%	7%	i	0.4
COn1c(-c2ccc(C)cc2)nc2ncccc21	.	.	4.4%	10%	-1.1%	.	.	i	48	-3%	12%	i	0.1
CCc1nc2ccc(C(=O)NCCCN3CCN(c4ccc(F)cc4)CC3)cc2nc1CC	.	.	5.5%	6%	-1.6%	.	.	i	16	-2%	10%	i	0.3
CCOc1ccccc1-n1c(SCC(N)=O)nnc1-c1cccnc1	8	-4	-0.6%	2%	0.5%	0.7	1027	i	9	16%	10%	i	0.5
Cn1c(=O)c(C(=O)NCC2CCCO2)c(O)c2ccccc21 (centres undefined)	16	5	1.1%	13%	0.7%	1.4	1554	i	50	3%	2%	i	0.2
CC(=O)c1ccc(-n2c(CCC(=O)O)ccc2-c2ccc(Cl)cc2)cc1	.	.	2.9%	4%	-0.5%	.	.	i	52	4%	6%	i	0.2
Cc1c(Cl)cccc1N=C(N)N=C(N)N	-17	-12	-0.4%	14%	-0.6%	0.3	1520	i	52	5%	11%	i	0.1
Oc1ccc2ccccc2c1CN1CCN(C/C=C/c2ccccc2)CC1	.	.	2.0%	12%	0.1%	.	.	i	57	-2%	12%	i	0.6
COc1cccc(/C=N/NC(=O)c2cccc([N+](=O)[O-])c2)c1OS(=O)(=O)c1ccc(C)cc1	-5	-3	11%	5%	-0.1%	0.7	1360	i	18	-9%	3%	i	0.3
CCNC(=O)NC(C(=O)OC)C12CC3CC(CC(C3)C1)C2 (centres undefined)	2	-7	0.7%	5%	-0.2%	.	.	i	16	0%	5%	i	0.3
CN(C)CCNc1ncnc2c1sc1nc(N3CCOCC3)c3c(c12)CC(C)(C)SC3	24	6	1.2%	11%	-0.4%	8.5	1211	i	36	2%	15%	i	2.7
CCOC(=O)Cn1c(S(=O)(=O)Cc2ccccc2)nc2ccccc21	-13	-8	-0.1%	7%	-0.1%	0.5	1123	i	42	11%	4%	i	3.3
COc1cc(C(=O)NCc2cn3cccc(C)c3n2)cc(OC)c1OC	5	-3	0.7%	12%	0.2%	.	.	i	33	3%	4%	i	2.5
Cc1ccc(SCCSc2ncccn2)cc1	.	.	0.9%	5%	0.4%	.	.	i	59	-6%	-4%	i	0.4
CN(C)c1ccc(/C=c2/sc3n(c2=O)NC2(c4ccccc4)N(C)C(=O)N(C)C2(c2ccccc2)N=3)cc1 (centres undefined)	-8	-19	2.5%	2%	0.1%	-2.0	520	i	36	-4%	.	.	.
CCOC(=O)c1c(NC(=O)CSc2nnc(-c3c[nH]c4ccccc34)n2C)sc2c1CCCC2	15	-8	3.3%	14%	0.4%	-2.5	527	i	28	-11%	12%	i	1.3
CC(C)OCCCNC(=O)Cn1ncc2c(=O)oc3ccccc3c21	-3	30	1.1%	3%	0.5%	-0.4	967	i	33	-6%	-7%	i	0.7
O=C(COc1ccc(-c2ccccc2)cc1)NNC(=O)Nc1ccccc1	.	.	0.9%	.	.	.	.	i	40	.	6%	i	0.7
CCOC(=O)c1ccn(-c2nc(-c3ccco3)cc(C(F)(F)F)n2)n1	9	6	1.3%	1%	0.1%	-0.5	1071	i	28	-5%	6%	i	1.9
COc1ccccc1N1CCN(C(=O)C2CCN(S(=O)(=O)c3ccc(Cl)cc3)CC2)CC1	-5	-14	2.2%	6%	0.0%	-4.9	973	i	28	-7%	5%	i	1.0
O=C(NCc1nnnn1-c1ccc(F)c(F)c1)c1cc2ccccc2o1	.	.	-2.2%	6%	.	.	.	i	38	0%	4%	i	0.6
O=C(/C=C/c1ccccc1Cl)c1ccc(O)cc1	.	.	9.4%	6%	2.7%	23	626	i	14	2%	10%	i	0.6
O=C(O)c1ccccc1NCc1ccncc1	-5	-3	-1.4%	4%	0.7%	-1.4	977	i	53	2%	14%	i	6.5
CC(C)(C)CN1CCC(Oc2cccc(C(=O)N3CCC[C@H]3CO)c2)CC1	.	.	-0.3%	-3%	-0.1%	.	.	i	19	10%	8%	i	1.1
O=C(NCc1ccc(Cl)cc1)C1CCCO1 (centres undefined)	-12	5	0.5%	4%	-0.4%	-3.1	1078	i	41	-3%	2%	i	0.5
C=CCSc1nc(N2CCOCC2)c2c(c1C#N)CC(C)(C)N(C)C2	.	.	-0.3%	.	0.4%	0.8	1351	i	66	-5%	-9%	i	0.4
CCCC(=O)c1ccc(N2CCCC2)c(F)c1	-22	-3	0.5%	26%	-0.8%	-1.6	1091	i	31	-2%	6%	i	1.0
O=C(CN1CCN(S(=O)(=O)N2CCCCC2)CC1)Nc1cc(Cl)ccc1Cl	.	.	1.2%	9%	-0.6%	.	.	i	17	1%	4%	i	0.2
